FEN1 inh: human FEN1 inhibition; AID 588795; Potency, µM (highest dose often 114 µM), for the others: at the top dose activity change, negative = inhibition, hits mostly inhibitors; P39748; actives 0.35% (n = 390,000); Recombinant FEN1 flap cleavage, fluorescence, 15 min; note: nearly all actives have a fitted effect of over 65% in size
Target sequence (P39748 whole entry, looked up): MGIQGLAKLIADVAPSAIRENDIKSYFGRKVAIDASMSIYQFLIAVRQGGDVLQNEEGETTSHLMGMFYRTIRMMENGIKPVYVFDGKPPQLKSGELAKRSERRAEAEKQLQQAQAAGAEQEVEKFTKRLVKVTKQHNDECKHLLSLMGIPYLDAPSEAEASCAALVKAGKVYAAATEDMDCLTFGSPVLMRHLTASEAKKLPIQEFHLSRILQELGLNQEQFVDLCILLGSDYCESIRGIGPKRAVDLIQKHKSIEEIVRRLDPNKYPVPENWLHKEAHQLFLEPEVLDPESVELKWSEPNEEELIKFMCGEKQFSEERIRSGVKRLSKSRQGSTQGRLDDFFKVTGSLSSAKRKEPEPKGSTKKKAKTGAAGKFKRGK
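Recombinant FEN1 (10 nM) was preincubated with pin-transferred compounds for 15 min at room temperature, then flap DNA substrate (50 nM final) was added. Plates were read at 0 and 15 min, and normalized concentration–response data were fitted to a four-parameter Hill equation.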
KAT2A inh: GCN5L2 (KAT2A) acetyltransferase inhibition | GCN5L2 HAT assay, ThioGlo1 CoA-SH fluorescence | Potency, µM (highest dose often 58.9 µM), inactives show at the highest dose activity change, negative = inhibition, actives largely listed as inhibitors | AID 504327 | actives 0.21% (n = 390,000) | Q92830
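Preincubate 20nM GCN5L2 with compound 15 min, RT → add 50uM ThioGlo1 + 75uM H3(1-25) + 70uM acetyl-CoA → read fluorescence 0 and 20 min. Primary qHTS; fluorescent artifacts likely.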
DT40 TDP1 CPT: growth inhibition of DT40 Tdp1-/-;hTDP1 cells with camptothecin (screen for TDP1 inhibitors). chicken DT40 Tdp1-/-;hTDP1 cells + 20 nM CPT, ATP luminescence, 48 h. Potency, µM (series often up to 46.2 µM), inactives show top-dose activity change, negative = growth inhibition, most hits filed as inhibitors. actives 12% (n = 420,000). AID 686979; note: nearly all actives have a fitted effect of over 55% in size
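Chicken DT40 Tdp1-/- cells stably complemented with human TDP1 were seeded at 400 cells/well in medium containing 20 nM camptothecin, exposed to pin-transferred compounds, and grown at 37 °C for at least 48 hr. Viability was read as ATP luminescence.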
* marks the source's active call; other numbers are inactive results; ? = inconclusive; · = not tested or not shown; & = joins results of further samples; ! = not active in a repeat. Calls come from the whole dose curve; as a rule, active = well fitted curve in the direction sought with a large enough effect; inconclusive = small, poorly fitted or top-dose-only effect, or another doubt; inactive = no such curve, though single readings can be large; an effect the other way counts as inactive or inconclusive. % is set by controls: 0 for no effect and ±100 for the full control effect; potency is the fitted concentration of half-maximal effect. An excerpt. The share of hits here may be higher or lower than overall.

1. COc1ccc2[nH]c(=O)c(CN(CCc3ccccc3)C(C)=O)cc2c1
2. Cc1oc(-c2ccccc2F)nc1CS(=O)(=O)CC(=O)NCCCc1ccccc1
3. COc1nc(NCc2ccco2)nc(N2CCC(C)CC2)n1
4. CC(C)CCN1C(=O)c2ccc(C(=O)Nc3ccccc3C(=O)O)cc2C1=O
5. CC(C)=CCCC1(C)C=Cc2c(O)c3c(c(CC=C(C)C)c2O1)OC12C(=CCCC1C(C)(C)O[C@@]2(C/C=C(\C)C(=O)O)C(=O)O)C3=O (stereo partly specified)

Screen / compound no. | 1 | 2 | 3 | 4 | 5
FEN1 inh | -12.0% | -13.1% | -0.2% | ? | ·
KAT2A inh | -3.9% | -0.2% | -7.1% | -17.0% | 35.5µM*
DT40 TDP1 CPT | -26.3% | 5.5% | ? | -15.1% | -3.9%

6. COc1ccc(Cc2nnc(NCCO)[nH]c2=O)cc1OC
7. O=C(NCCc1ccccc1)c1cc(=O)c2ccccc2o1
8. CCc1cccc(CC)c1NC(=S)NCC(c1cccnc1)N(C)C (stereo unspecified)
9. CCOc1ccccc1-n1c(=S)sc2c(=O)n(-c3ccc(F)cc3)c(SCC(=O)O)nc21
10. COC(=O)C1=NN(C(C)(C)CC(C)=O)C2C(=O)N(C3CCCCC3)C(=O)C12 (stereo unspecified)

Screen / compound no. | 6 | 7 | 8 | 9 | 10
FEN1 inh | -0.3% | 13.7% | -2.2% | 9.8% | -1.8%
KAT2A inh | 7.0% | -0.6% | 2.4% | 2.0% | -13.5%
DT40 TDP1 CPT | 16.4µM* | -8.1% | -7.4% | 10.0% | -1.0%

11. O=c1[nH]c(=O)n([C@H]2C[C@H](O)[C@@H](CO)O2)cc1F
12. CC(C)n1ncc2c(C(=O)Nc3ccc(S(N)(=O)=O)cc3)cc(C3CC3)nc21
13. CCOC(=O)c1c(OCC)[nH]c2c1cc(O)c1ccccc12
14. COc1cc2c(cc1OC)C(c1ccccc1)N(C(=O)c1ccccc1F)CC2 (stereo unspecified)
15. CC(C)(C)c1ccc(C(=O)N2CCC(C(=O)NCc3ccco3)CC2)cc1

Screen / compound no. | 11 | 12 | 13 | 14 | 15
FEN1 inh | -6.3% | -21.5% | -21.8% | -7.1% | -2.6%
KAT2A inh | -8.9% | -18.2% | -12.9% | -3.2% | -3.4%
DT40 TDP1 CPT | 3.26µM* | -17.9% | 16.4µM* | -21.6% | -21.7%

3 of the compounds above, as labelled records:
11. O=c1[nH]c(=O)n([C@H]2C[C@H](O)[C@@H](CO)O2)cc1F
  FEN1 inh = -6.3%
  KAT2A inh = -8.9%
  DT40 TDP1 CPT = 3.26µM*
12. CC(C)n1ncc2c(C(=O)Nc3ccc(S(N)(=O)=O)cc3)cc(C3CC3)nc21
  FEN1 inh = -21.5%
  KAT2A inh = -18.2%
  DT40 TDP1 CPT = -17.9%
13. CCOC(=O)c1c(OCC)[nH]c2c1cc(O)c1ccccc12
  FEN1 inh = -21.8%
  KAT2A inh = -12.9%
  DT40 TDP1 CPT = 16.4µM*

Random excerpt: 2 records from the list
12. CC(C)n1ncc2c(C(=O)Nc3ccc(S(N)(=O)=O)cc3)cc(C3CC3)nc21
15. CC(C)(C)c1ccc(C(=O)N2CCC(C(=O)NCc3ccco3)CC2)cc1

Screen / compound no. | 12 | 15
FEN1 inh | -21.5% | -2.6%
KAT2A inh | -18.2% | -3.4%
DT40 TDP1 CPT | -17.9% | -21.7%

Continuation.
16. COc1ccccc1C(=O)Nc1ccc(S(=O)(=O)Nc2cnc3ccccc3n2)cc1
17. CCc1cc(CNC(=O)C2CCC(=O)N(CCc3ccc(OC)cc3)C2)on1 (stereo unspecified)
18. CC1(C)CC2(CCCN(CC(O)(c3ccccc3)c3ccccc3)C2)CCO1 (stereo unspecified)
19. Cc1cc(C(=O)OCC(=O)NCc2ccco2)c(C)o1
20. CC1(C)Cc2ccccc2-c2nc(-c3ccccc3)oc(=O)c21

Screen / compound no. | 16 | 17 | 18 | 19 | 20
FEN1 inh | 6.5% | -1.3% | 2.5% | 0.1% | -13.2%
KAT2A inh | -2.8% | ? | -1.8% | -8.3% | ?
DT40 TDP1 CPT | -23.5% | -0.3% | ? | -8.1% | -16.2%

21. O=C(NCc1ccccc1Cl)[C@@H]1CCCN1S(=O)(=O)c1ccc(Cl)cc1
22. Cc1ccn(CC(=O)N2N=C(C(F)F)CC2(O)C(F)F)n1 (stereo unspecified)
23. Cc1ccc(OCC(=O)N2CCCCC2C)c([N+](=O)[O-])n1 (stereo unspecified)
24. Cc1cccc(NC2=CC(=O)CC(C)(C)C2)c1C
25. COc1cc(CO)cc(-c2cc(CO)cc(OC)c2OC)c1OC

Screen / compound no. | 21 | 22 | 23 | 24 | 25
FEN1 inh | -9.8% | 27.6% | -1.3% | -13.4% | -2.4%
KAT2A inh | -4.1% | -4.4% | -0.2% | -0.4% | -0.7%
DT40 TDP1 CPT | ? | -25.3% | -0.3% | 7.4% | -2.4%

26. Cc1cccc(N(C(=O)Cn2nnc(-c3ccccc3F)n2)C(C(=O)NC(C)(C)C)c2ccncc2)c1 (stereo unspecified)
27. COc1cccc(-c2nnc(SCc3nc4ccccc4[nH]3)n2N)c1
28. CCCc1ccc2oc(C(=O)N(Cc3nccn3C)C(C)C)c(C)c2c1
29. O=C(Nc1cccc2c1CCCC2)C1CCN(c2nnnn2-c2ccccc2)CC1
30. N#Cc1cccc(NC(=O)N2CCC3(CC2)CCN(C(=O)c2ccco2)CC3)c1

Screen / compound no. | 26 | 27 | 28 | 29 | 30
FEN1 inh | 3.8% | -0.5% | 0.0% | -4.7% | ·
KAT2A inh | -6.3% | · | -1.9% | -4.3% | -7.6%
DT40 TDP1 CPT | ? | 2.5% | 5.17µM* | ? | -16.0%

31. CCCSc1nc2c(c(=O)n1-c1ccc(OCC)cc1)SCC2
32. C[C@@H]1C[C@H]2[C@@H]3CCC4=CC(=O)C=C[C@]4(C)[C@@]3(F)[C@@H](O)C[C@]2(C)[C@H]1C(=O)CO
33. O=S(=O)(c1ccc(-c2nc3ccccc3s2)cc1)N1CCCC1
34. O=C(CSc1nnc(CNc2ccccc2)o1)N1CCc2ccccc21
35. CSCC[C@H](NC(=O)C1CCN(S(=O)(=O)c2ccc(C)cc2)CC1)C(=O)NCC1CCCO1 (stereo partly specified)

Screen / compound no. | 31 | 32 | 33 | 34 | 35
FEN1 inh | -8.1% | -8.4% | -12.6% | 1.3% | 7.8%
KAT2A inh | -2.4% | -6.2%&-21.3% | -6.6% | 3.6% | -2.6%
DT40 TDP1 CPT | ? | ? | -5.0% | -4.2% | -25.2%

36. Cc1ccc(NC(=O)CSc2nc(=O)n(CCCN3CCOCC3)c3c2CCCC3)c(C)c1
37. Nc1ccc(S(=O)(=O)Nc2ccc(S(N)(=O)=O)cc2)cc1
38. COc1ccc(C2(C(=O)Nc3ccc(OC)cc3OC)CCCC2)cc1
39. CCCCNCCOCCOc1ccc(C)cc1[N+](=O)[O-]
40. O=C1CCCN1CCC1CCN(C2CC(=O)N(c3ccc(F)cc3)C2=O)CC1 (stereo unspecified)

Screen / compound no. | 36 | 37 | 38 | 39 | 40
FEN1 inh | -2.7% | 6.8% | -4.2% | -8.7% | 8.7%
KAT2A inh | 0.5% | -3.3% | -13.2% | 5.4% | ·
DT40 TDP1 CPT | 4.8% | -15.0% | 13µM* | -24.5% | 18.4µM*

41. CCc1c(-c2ccccc2)nc(N)c(C#N)c1-c1cccs1
42. COc1cccc(Nc2ncc3nc(-c4cc(F)cc(F)c4)c(=O)n(C4CC4)c3n2)c1
43. Cc1ccccc1OCC(O)CN1CCN(CCN2C(=O)c3cccc4cccc(c34)C2=O)CC1 (stereo unspecified)
44. COc1cc(C(=O)OCC(=O)c2c(N)n(C)c(=O)n(C)c2=O)ccc1OCCC(C)C
45. CC(=O)N1CCN(c2ccc([N+](=O)[O-])c(NCc3cccnc3)c2)CC1

Screen / compound no. | 41 | 42 | 43 | 44 | 45
FEN1 inh | -4.8% | · | ? | 0.8% | -1.0%
KAT2A inh | -10.0% | 0.7% | -6.2% | 0.4% | -5.1%
DT40 TDP1 CPT | -8.5% | 11.5% | ? | -11.2% | 10.1%

46. Cc1ccccc1N(C(=O)c1csnn1)C(C(=O)NC1CCCCC1)c1ccncc1 (stereo unspecified)
47. CC(C)C[C@@H]1NC(=O)[C@H](C(C)C)NC(=O)c2cc([N+](=O)[O-])cc(I)c2NCC[C@@H](C(N)=O)NC1=O
48. CCCC(=O)N=c1sc2c(OC)ccc(OC)c2n1C
49. CCNC(=S)NNC(=O)c1c(Cl)c(C)nn1C
50. CC(C)OC(=O)CC(=O)CSc1nc2c(cc1C#N)CCC2

Screen / compound no. | 46 | 47 | 48 | 49 | 50
FEN1 inh | -0.5% | -4.5% | -10.7% | 1.6% | -0.1%
KAT2A inh | -0.5% | -3.3% | -9.4% | -1.6% | -2.5%
DT40 TDP1 CPT | 4.0% | -11.7% | -25.2% | 4.2% | ?

51. Cc1ccc(OCc2cc(C(=O)NCCc3cccnc3)no2)cc1C
52. Cn1cnc2c(NCc3ccco3)ncnc21
53. Cc1onc(C(=O)NN)c1-c1csc(COc2ccc(Cl)cc2)n1
54. Nc1nc2c(ncn2CCC(CO)CO)c(=O)[nH]1
55. COc1cc(OC)cc(C(=O)NC(=S)N2CCCCC2c2cccnc2)c1 (stereo unspecified)

Screen / compound no. | 51 | 52 | 53 | 54 | 55
FEN1 inh | -14.2% | 4.1%&-4.8% | -6.5% | · | 2.7%
KAT2A inh | 0.5% | -3.3% | -9.2% | -1.1% | -11.5%
DT40 TDP1 CPT | ? | 1.2%&0.0% | 20.6µM* | 0.668µM* | ?

56. CC(=O)c1ccc(OCC(=O)OCC(=O)NCc2ccco2)cc1
57. COc1ccc(NC(=O)Cn2c(CCC(=O)O)ccc2-c2ccccc2)cc1
58. CN1CCc2c(sc(NC(=O)C3CCCN3S(=O)(=O)c3ccc(Cl)s3)c2C(N)=O)C1 (stereo unspecified)
59. Cn1c2c(c(=O)n(C)c1=O)CN(CCc1ccccc1)CN2
60. Clc1ccc2c(c1)C(N1CCNCC1)=Nc1ccccc1O2

Screen / compound no. | 56 | 57 | 58 | 59 | 60
FEN1 inh | 0.2% | 14.5% | -0.4% | -8.7% | -3.1%
KAT2A inh | -1.7% | -24.2% | -2.1% | -1.0% | -13.2%
DT40 TDP1 CPT | 1.3% | -1.4% | -2.1% | -19.9% | 14.6µM*!

61. COc1cccc(OC)c1C(=O)Nc1cccc(-c2nc3ccccc3[nH]2)c1
62. CC(C)Oc1ccc(C(=O)Nc2ccc(N(C)C)cc2)cc1
63. O=C(Nc1ccc(OC(F)(F)F)cc1)C1CCCCN1S(=O)(=O)c1ccccc1 (stereo unspecified)
64. COc1ccccc1OCc1nc(C#N)c(NCCCn2ccnc2)o1
65. COc1cc(OC)cc(C(=O)Nc2ccc(C(=O)c3ccncc3)cc2)c1

Screen / compound no. | 61 | 62 | 63 | 64 | 65
FEN1 inh | -2.3% | -5.3% | ? | 19.0% | -22.0%
KAT2A inh | -6.3% | -0.2% | -12.1% | -0.8% | 2.0%
DT40 TDP1 CPT | ? | -27.6% | ? | -27.1% | ?

66. CCOC(=O)C1CCCNC1=O (stereo unspecified)
67. CCn1nnnc1SCC(=O)N1CCN(Cc2ccc3c(c2)OCCO3)CC1
68. Cc1ccc(C(=O)NCC(=O)OCC(=O)c2ccc(Br)s2)cc1
69. Cc1ccc(N2C(N)=C(C#N)C(c3cc(CN4CCOCC4)cs3)C3=C2CC(C)(C)CC3=O)cc1 (stereo unspecified)
70. O=C(NCC1CC1)c1ccc2c(c1)S(=O)(=O)c1cc(Cl)ccc1C2=O

Screen / compound no. | 66 | 67 | 68 | 69 | 70
FEN1 inh | 11.6% | 42.2% | -5.8% | 3.8% | -16.9%
KAT2A inh | -4.2% | -2.1% | -2.6% | -9.8% | -3.0%
DT40 TDP1 CPT | 7.7% | ? | -0.5% | -7.9% | ?

71. CCc1cc(OCCCCNCc2ccccc2)ccc1Cl
72. C/C(=N\NC(=O)c1cccc2ccccc12)c1ccccn1
73. O=C(CN1C(=O)NC2(CCCCCC2)C1=O)NC1CCCCCCC1
74. O=C(CCCN1C(=O)c2ccccc2C1=O)NCCC1=CCCCC1

Screen / compound no. | 71 | 72 | 73 | 74
FEN1 inh | 0.1% | -10.2% | 7.5% | 2.4%
KAT2A inh | 1.5% | ? | -1.7% | -5.9%
DT40 TDP1 CPT | 20.6µM* | 1.16µM* | -12.8% | -17.6%
